# S3 lipid droplet: qHTS Assay for Lipid Storage Modulators in Drosophila S3 Cells; Drosophila S3 cells, BODIPY lipid droplet fluorescence, 18-24 h; cells fed with added oleic acid; lipid storage change, negative = inhibition, % at the top dose, mostly 46.1 µM; hits show Potency in µM; 0.64% of 320,000 active; active = well fitted inhibition curve with a large enough effect in the signal ratio, with a control signal flat, not every such curve was filed as active; inconclusive = small, poorly fitted or top-dose-only effect, or effect the other way, or a change in a side signal; the % refers to the signal ratio
#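 Drosophila S3 cells got compounds at several concentrations plus oleic acid (400 uM solution). Laser-scanning cytometry with 488 nm excitation read lipid droplets at 500-530 nm and cells at 575-640 nm. Percent activity was relative to 20 uM Triacsin C.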
# S3 lipid droplet cell count max: second read-out of S3 lipid droplet, no call of its own (marks repeat the call); cell number change, %; measured here: cell count max response;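 cells counted by Cell Tracker Red CMTPX staining in the red channel; peak over a dose series mostly up to 46.1 µM; percent activity relative to internal control wells on each plate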
# Numbers without * were called inactive; i = inactive; ? = inconclusive; · = not tested or not shown; [ ] = dose if it differs, or a comment. % is set by controls: 0 for no effect and ±100 for the full control effect; potency is the fitted concentration of half-maximal effect. This is a subset, so the mix of outcomes need not match the whole.
# Start of the listing, in advance, 4 compounds:
SMILES,S3 lipid droplet,S3 lipid droplet cell count max
COC(=O)CC1C(=O)NCCN1C(=O)c1cc([N+](=O)[O-])ccc1Cl (stereo unspecified),?,·
Cc1ccc2[nH]c3c(c2c1)CC/C(=C/c1ccccc1)C3=O,?,·
CN(Cc1ccccc1)C(=O)COC(=O)c1cc(-c2ccc(Cl)s2)nc2ccccc12,?,·
COc1ccc(NS(=O)(=O)c2cccc(C(=O)N/N=C(\C)c3ccc(-n4ccnc4)cc3)c2)cc1,i,11.3

# Results, previewed entries included:
SMILES,S3 lipid droplet,S3 lipid droplet cell count max
COC(=O)CC1C(=O)NCCN1C(=O)c1cc([N+](=O)[O-])ccc1Cl (stereo unspecified),?,·
Cc1ccc2[nH]c3c(c2c1)CC/C(=C/c1ccccc1)C3=O,?,·
CN(Cc1ccccc1)C(=O)COC(=O)c1cc(-c2ccc(Cl)s2)nc2ccccc12,?,·
COc1ccc(NS(=O)(=O)c2cccc(C(=O)N/N=C(\C)c3ccc(-n4ccnc4)cc3)c2)cc1,i,11.3
O=C(NC1CCCCC1)c1n[nH]c2c1CCCCC2,?,·
COc1ccc2[nH]c(C)c(CCN(Cc3cccs3)C(=S)Nc3ccccc3OC)c2c1,?,·
CCOC(=O)C1CCN(S(=O)(=O)CCNC(=O)c2ccc3c(c2)OCO3)CC1,6.5%,-3.0
O=C1NC(=O)/C(=C\c2ccc(Br)o2)S1,?,·
C(=N\c1nc2ccccc2n1CCN1CCCCC1)/c1ccc2c(c1)OCO2,?,·
CCOc1ccccc1NC(=S)N1CCN(c2ccccc2)CC1,?,·
Cc1nc(CN2CCCCC2)cc(=O)[nH]1,?,·
CN(C)CCN1C(=O)c2oc3ccc(Cl)cc3c(=O)c2C1c1cccc(Br)c1 (stereo unspecified),?,·
NC(=O)c1cc([N+](=O)[O-])ccc1NCc1cccc([N+](=O)[O-])c1,-4.8%,-17.9
C/C(=N\NC(=O)C(N)=O)c1ccc(O)cc1O,?,·
Cc1ccc(Cl)cc1N1CCN(C(=O)CSc2ccsc2[N+](=O)[O-])CC1,-2.6%,-4.1
Cc1ccc(-n2c(SCC(=O)NNC(=S)Nc3ccccc3)nc3ccccc3c2=O)cc1,5.0%,9.7
CCOc1ccccc1NC(=O)CN1CCN(C(=O)C2CCCO2)CC1 (stereo unspecified),?,·
CCn1c(SCC(=O)NNC(=O)c2ccc(OC)cc2)nnc1C1CC1,i,25.4
COC(=O)c1sc(NC(=S)NC(=O)c2cccc(C)c2)nc1C,?,·
Cc1ccc(C(=O)COC(=O)CNC(=O)c2cccs2)cc1C,?,·
CCn1ccnc1CNC(=O)c1cc(COc2ccc(F)cc2F)on1,7.8%,10.2
Cn1cc(CN2CCN(Cc3ccc4c(c3)OCO4)CC2)c(-c2ccccc2F)n1,?,·
COc1cc(C)ccc1OCc1cc(C(=O)N2C[C@H]3CC[C@H]2C3)no1,59.4%,·
O=C(COC(=O)Cc1ccc(S(=O)(=O)N2CCOCC2)s1)Nc1ccc([N+](=O)[O-])cc1,7.1%,-5.7
CC(=O)N1CCc2c(sc(NC(=O)CCS(=O)(=O)c3ccc(C)cc3)c2C(N)=O)C1,?,·
O=C(NCCc1ccccc1)/C(=C\c1ccc([N+](=O)[O-])cc1)NC(=O)c1ccco1,i,·
COc1ccc(S(=O)(=O)N2CCN(CC(=O)Nc3cc(OC)cc(OC)c3)CC2)cc1,-4.0%,0.4
O=[N+]([O-])c1ccc(OCCCCN2CCCCC2)cc1,8.6%,6.3
CCN1CCN(c2cc(C)c3cc(NC(=O)c4cccc(OC)c4)ccc3n2)CC1,?,·
COc1ccc(S(=O)(=O)N2CCCCCC2)cc1NC(=O)Cc1n[nH]c(=O)c2ccccc12,?,·
COc1cccc(N2CC(C(=O)Nc3ccc(F)cc3)CC2=O)c1 (stereo unspecified),i,·
Cc1ccc2nc(SCC(=O)Nc3cccc(S(=O)(=O)NC4=NCCCCC4)c3)[nH]c2c1,?,·
COC(=O)c1[nH]c2ccc(C)cc2c1NC(=O)CCN1CCN(Cc2ccc3c(c2)OCO3)CC1,?,·
CN(C)c1cccc(Oc2nc3c(c(=O)n(C)c(=O)n3C)n2C)c1,?,·
COc1ccc(CC(=O)NC(C)C2COc3ccccc3O2)cc1OC (stereo unspecified),2.8%,14.4
COc1ccc(N2CCN(C(CNC(=O)C(=O)NCCC3=CCCCC3)c3ccco3)CC2)cc1 (stereo unspecified),23.6%,5.2
Cn1c(SCC(=O)NC2CCCC2)nnc1-c1ccco1,?,·
COc1cccc(OCC(O)CN2CCC(C)CC2)c1 (stereo unspecified),4.0%,12.7
CCN(CC)C(=O)CSc1nc(N)c(-c2ccccc2)c(=O)[nH]1,-1.3%,-2.9
CCCCCCSc1cc(-c2nc3cc(C)ccn3c2NC2CCCCC2)ccc1OC,?,·
O=C(NCCCc1ccccc1)c1cccs1,?,·
O=C(NCc1cccs1)NC1CCCCC1,-1.3%,3.8
CCOCCCNC(=O)Cn1ncc2c(=O)oc3ccccc3c21,23.7%,5.1
O=c1c2cn(Cc3ccc(F)cc3)c3ccccc3c-2nn1Cc1ccc(F)cc1,?,·
Cc1cc(C)cc(N(CCC#N)C(=O)COC(=O)C2CCN(c3ccc(C(F)(F)F)cn3)CC2)c1,?,·
O=C(Nc1ccc(F)cc1F)c1c(C(F)(F)F)ccnc1Oc1ccccc1,-0.1%,-0.7
CN1C(=S)SC(C)(C)C1N(O)C(=O)Nc1ccc(Cl)cc1 (stereo unspecified),-4.8%,-21.3
CCCn1c(CCC(=O)O)ccc1-c1ccccc1,?,·
CN(C)S(=O)(=O)c1ccc(NC(=O)c2ccc3ncsc3c2)cc1,9.4%,8.6
Cc1cc(C)n2nc(C(=O)OCCOc3cccc(Br)c3)nc2n1,15.9%,2.1
O=C(CSCc1ccccc1)NCc1ccc2c(c1)OCO2,?,·
CCCC1=C/C(=C/c2ccc(-c3ccccc3OC)o2)C(=O)O1,?,·
C=CCNC(=O)c1c(N)n(-c2cccc(S(N)(=O)=O)c2)c2nc3ccccc3nc12,?,·
OC1=C(O)c2nc3cc(C(F)(F)F)ccc3nc21,-2.1%,16.8
O=C(NCc1cccs1)c1ccc(CS(=O)Cc2ccccc2Cl)o1 (stereo unspecified),?,·
COc1ccc(OC)c(NC(=O)CSc2nnc(Cc3cccn3C)n2-c2ccc(F)cc2)c1,i,-15.8
COc1ccc(-n2ncc3c2CC(C)(C)CC3NC(=O)CCn2nc(C)cc2C)cc1 (stereo unspecified),?,·
CC(=O)Oc1ccc(N2C(=O)C3C(C2=O)C2C=CC3C23CC3)cc1[N+](=O)[O-] (stereo unspecified),-2.9%,16.0
CCC1(c2ccccc2)NC(=O)N(CC(=O)NCCN2C(=O)S/C(=C\c3cccnc3)C2=O)C1=O (stereo unspecified),?,·
Cc1ccc2cc(CCNC(=O)c3cccc([N+](=O)[O-])c3)c(=O)[nH]c2c1,9.4%,·

# (further entries)
SMILES,S3 lipid droplet,S3 lipid droplet cell count max
CCCOc1cccc(NC(=O)c2cc(C)oc2C)c1,?,·
O=C(O)c1ccc(/C=N/NC(=O)c2ccc3c(c2)OCCO3)cc1,?,·
CC(=O)c1ccc(N2CCN(C(=O)c3cc4c(-c5ccccc5F)nn(C)c4s3)CC2)cc1,?,·
COCCCn1c(=O)c2ccccc2n(CC(=O)NCCC2=CCCCC2)c1=O,?,·
COc1ccc(OCCSc2nnc(Cc3cccc4ccccc34)n2N)cc1,26.4%,30.0
O=C(Cc1ccc(S(=O)(=O)N2CCOCC2)s1)NCCC(c1ccccc1)c1ccccc1,?,·
CCOP(=O)(/C(C#N)=C(/O)c1ccccc1)c1ccccc1 (stereo unspecified),i,-18.7
Cc1ccc(NC(=O)CN2CCOCC2)cc1C,i,19.9
Cc1ccc(NC(=O)CCc2nc3sc4c(c3c(=O)[nH]2)CCCC4)nc1,-20.5%[0.0737 µM],-0.3
Cc1onc(-c2c(Cl)cccc2Cl)c1C(=O)ONC(=O)c1ccccc1,3.9%,-21.6
Cc1cccc2c(N=O)c(O)[nH]c12,23.4%,-10.4
Cc1ccc(N(C(=O)C2CCC(=O)N2)C2(C(=O)NC3CCCC3)CCCCC2)cc1 (stereo unspecified),?,·
O=C(c1ccc2c(c1)OCO2)N1CCCC(c2ccccc2)C1 (stereo unspecified),25.0%,-2.0
FC(F)(F)c1cc(CCN2C(=S)NC[C@@H]2Cc2ccccc2)cc(C(F)(F)F)c1,-1.8%,6.3
CN(Cc1ccccc1)c1nc(-c2ccc([N+](=O)[O-])cc2)nc2ccccc12,5.9%,-28.2
CC(C)NC(=S)N=Nc1c(O)[nH]c2ccc([N+](=O)[O-])cc12,?,·
O=C(NC1CCCCNC1=O)c1ccccc1 (stereo unspecified),-11.0%,13.4
OC(COc1ccc2c(c1)OCO2)CN1CCCCC1 (stereo unspecified),?,·
N#Cc1c(NC(=O)CSc2nc(-c3ccccc3)cc(C(F)(F)F)n2)sc2c1CCC2,?,·
CCCCC(CC)C(=O)Oc1ccc(O)c(C(C)(C)C)c1 (stereo unspecified),25.9µM*,-29.2*

# A draw from above in order of formula weight, smallest number first:
SMILES,S3 lipid droplet,S3 lipid droplet cell count max
O=C(NC1CCCCNC1=O)c1ccccc1 (stereo unspecified),-11.0%,13.4
Cc1ccc(NC(=O)CN2CCOCC2)cc1C,i,19.9
CCCCC(CC)C(=O)Oc1ccc(O)c(C(C)(C)C)c1 (stereo unspecified),25.9µM*,-29.2*
CC(C)NC(=S)N=Nc1c(O)[nH]c2ccc([N+](=O)[O-])cc12,?,·
COCCCn1c(=O)c2ccccc2n(CC(=O)NCCC2=CCCCC2)c1=O,?,·
FC(F)(F)c1cc(CCN2C(=S)NC[C@@H]2Cc2ccccc2)cc(C(F)(F)F)c1,-1.8%,6.3
O=C(Cc1ccc(S(=O)(=O)N2CCOCC2)s1)NCCC(c1ccccc1)c1ccccc1,?,·

# The list goes on.
SMILES,S3 lipid droplet,S3 lipid droplet cell count max
CC(C)C(O)(C#CCN1CCCC1)c1ccccc1 (stereo unspecified),0.0%,-12.7
Fc1ccc2[nH]c3c(c2c1)CN(C(=S)NCc1ccccc1)CC3,-15.9%,-13.6
CS(=O)(=O)C1=NSC2=NC(=O)/C(=C\c3ccc(OC(=O)c4ccco4)c(Br)c3)C(=N)N21,?,·
O=C(Nc1ccc2[nH]c(=O)[nH]c2c1)c1ccc(Cl)c(Cl)c1,?,·
COC(=O)c1ccccc1NC(=O)CSc1nc(O)c(-c2ccccc2)c(=O)[nH]1,?,·
CC12CC3(C)CC(C)(C1)CC(C(=O)NC(=S)NC(C)(C)C)(C2)C3,?,·
O=C(Nc1ccc(N2CCOCC2)c(Cl)c1)c1ccc([N+](=O)[O-])o1,?,·
CC(=O)NCC(=O)OCC(=O)Nc1ccc(C(C)=O)cc1,19.6%,-3.6
Cc1cc(C(=O)OCC(=O)c2cccc([N+](=O)[O-])c2)c2cccc(C)c2n1,-8.0%,5.2
O=C(CC1(O)C(=O)Nc2ccccc21)c1cccc(-n2cccc2)c1 (stereo unspecified),-3.6%,·
COc1ccc(-c2noc(CCC(=O)NCCc3ccccc3)n2)cc1,-3.6%,-10.6
CC(C)Oc1ccc(N2CC(C(=O)NC3=NCCS3)CC2=O)cc1 (stereo unspecified),9.3%,6.8
CCCCn1c(N)c(N(CCC(C)C)C(=O)COC(=O)c2ccccc2)c(=O)[nH]c1=O,?,·
COc1ccccc1CNC(=O)c1oc2ccc(S(=O)(=O)N3CCOCC3)cc2c1C,29.1µM*,-8.7*
COCCn1c(C)cc(C(=O)COC(=O)CNC(=O)c2ccccc2)c1C,-10.6%,-7.1
Cc1ccc(N(CC(=O)NCc2ccc(F)cc2)S(=O)(=O)c2c(C)n[nH]c2C)cc1,i,-25.4
COc1ccc(/C(C)=N/Nc2nccnc2Cl)cc1,?,·
CC(CN1CCOCC1)C(=O)c1ccccc1 (stereo unspecified),?,·
Cc1ccc(NC(=O)c2cc(NC(=O)C3CC=CCC3C(=O)O)ccc2N2CCOCC2)cc1 (stereo unspecified),?,·
COCC(C)n1c(C)cc(C(=O)CSc2nc3ccccc3c(=O)[nH]2)c1C (stereo unspecified),-3.7%,-29.3
COc1cccc(N2CCN(C(=O)c3ccc(CS(=O)c4ccccc4C)o3)CC2)c1 (stereo unspecified),i,-39.8
COC(=O)c1sc(S(=O)(=O)Nc2ccc(C)cc2)c(C(=O)OC)c1C,5.8%,19.4
COc1ccc(-c2nn(CCC(=O)O)cc2/C=N/NC(N)=S)cc1,9.3%,4.1
O=C(NCC1CCCO1)c1ccc2nc(N3CCCCC3)sc2c1 (stereo unspecified),?,·
Cc1c(N)cc(C(=O)N2CCOCC2)cc1[N+](=O)[O-],?,·
CSC1=NC(=O)/C(=C/c2ccc(SC)cc2)S1,?,·
COCCNC(=O)C(OC(=O)c1ccco1)c1ccccc1Cl (stereo unspecified),?,·
CCC(C)c1ccc(NC(=O)c2ccco2)cc1 (stereo unspecified),?,·
Cc1ccc(C)c(S(=O)(=O)N2CCCOC2CNC(=O)C(=O)NCc2ccco2)c1 (stereo unspecified),?,·
Cc1nn(CC(=O)Nc2ccc(C(=O)N(C)C)cc2)c(=O)c2ccccc12,i,17.4
COc1ccc2c(=O)c(-c3ccccc3)c(C)oc2c1,?,·
COc1ccc(-n2nnnc2SCC(=O)c2ccc(O)c(O)c2)cc1,?,·
CN1Cc2c(N3CCOCC3)nc3sc(C#N)c(N)c3c2CC1(C)C,-6.5%,2.6
C=CCn1cc(C(=O)N2CCN(c3ccccc3)CC2)c(=O)c2cc(S(=O)(=O)N3CCCC3)ccc21,?,·
O=C(CN1C(=O)C2CCCCC2C1=O)Nc1nc(-c2ccccn2)cs1 (stereo unspecified),?,·
Cc1ccccc1OCCC(=O)OCC(=O)NCCc1ccccc1,?,·
